Compound activity (PubChem)
AddAB inh = less growth of phage-infected E. coli with AddAB; 330,000 tested, 0.29% active; E. coli expressing H. pylori AddAB, absorbance growth; inhibition, % at 11.9 µM; in the data active = inhibition above about 12%;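 also: 0% = vehicle wells of infected cells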
MOR-DOR inv ag = inverse agonists of human mu-delta opioid receptor heterodimerization. P35372+P41143. cell-based MOR-DOR heterodimer luminescence, inverse agonism. inhibition, % at 9.3 µM. 340,000 tested, 0.21% active; in the data active = inhibition above about 22%, passing the limit was not always enough;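 also: 0% = cells with DMSO and 100% = wells without cells with DMSO; values of inactives mirror those of a sister screen read the other way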
Target sequence (P35372 whole entry, looked up): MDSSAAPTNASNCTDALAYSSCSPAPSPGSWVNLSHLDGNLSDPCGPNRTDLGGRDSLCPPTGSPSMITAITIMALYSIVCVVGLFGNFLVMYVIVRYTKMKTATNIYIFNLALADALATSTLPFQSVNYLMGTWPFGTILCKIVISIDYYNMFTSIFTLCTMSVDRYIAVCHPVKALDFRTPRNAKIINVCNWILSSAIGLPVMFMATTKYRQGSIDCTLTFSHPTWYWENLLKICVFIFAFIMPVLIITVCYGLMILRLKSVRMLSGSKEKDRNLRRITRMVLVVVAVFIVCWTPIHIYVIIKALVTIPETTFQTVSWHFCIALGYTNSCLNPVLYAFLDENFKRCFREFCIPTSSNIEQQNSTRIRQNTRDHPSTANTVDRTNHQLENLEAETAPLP
Target sequence (P41143 whole entry, looked up): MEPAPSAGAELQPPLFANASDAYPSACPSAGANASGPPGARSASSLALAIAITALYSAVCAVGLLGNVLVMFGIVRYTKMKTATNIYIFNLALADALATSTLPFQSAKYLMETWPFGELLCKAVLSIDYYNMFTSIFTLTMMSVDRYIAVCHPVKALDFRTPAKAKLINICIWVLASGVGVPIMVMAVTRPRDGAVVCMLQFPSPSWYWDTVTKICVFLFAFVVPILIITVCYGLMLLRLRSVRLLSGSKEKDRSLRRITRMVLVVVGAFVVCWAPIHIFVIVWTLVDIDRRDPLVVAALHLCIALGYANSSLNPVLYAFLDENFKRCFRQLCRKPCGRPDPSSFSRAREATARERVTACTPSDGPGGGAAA
Tat export inh = blocks Tat-dependent protein export in E. coli. 340,000 tested, 0.036% active. inhibition, % at 10 µM. E. coli MC4100 TorA-mCherry Tat export, fluorescence;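 active = mean replicate inhibition at least 50% and at least half of replicates individually reaching 50%; inconclusive = only one of the two criteria met; inactive = neither criterion met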;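 also: exported cargo escapes ClpAP degradation while cytoplasmic cargo is degraded and loses fluorescence; 0% = median of neutral control wells and 100% = median of NaSCN control wells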
Pemphigus Ab inh = blocks pemphigus antibody binding to human desmoglein-3; P32926; DSG3-coupled beads, scFv-anti-DSG3-GFP binding, flow cytometry; active compounds read low; binding (percent of control), % at 10 µM; 310,000 tested, 0.48% active;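 active = binding more than 3 SD below its plate's average and above zero; inconclusive = below that plate limit but binding exactly zero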;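 also: hits lower antibody fragment binding to DSG3; some compounds called inactive have numbers as strong as hits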
SUMO Mot1 rescue = inhibitors of SUMOylation pathway: yeast Mot1-301 growth rescue. S. cerevisiae Mot1-301 growth rescue, ATP luminescence, 38.5C; percent above DMSO median, 100 means doubled. growth rescue, % at 18.8 µM. 320,000 tested, 1% active;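 active = every valid replicate shows activation above 250% relative to neutral control wells; inactive = the rest, any valid replicate at or below 250%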;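 also: OY570 slx delta 5 strain wells were the positive control but not used for scaling; some compounds called inactive have numbers as strong as hits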
PKA-R1A activ = activates the PKA-R1A holoenzyme complex. P00514+P68181. PKA-R1A dissociation, Cy5-IP20 fluorescence polarization; scaled: DMSO 0%, 113 µM cGMP 100%. activation, % at 11.4 µM. 340,000 tested, 0.083% active;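 active = percent activation above the mean of all tested compounds plus 3 SD, cut at about 19% in these data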;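 also: higher means more PKAc released from R1A so a rise in polarization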
Arrestin-AP2 inh = inhibitors of human beta-arrestin and AP2 interaction | 340,000 tested, 0.31% active | AID 504490 | inhibition, % at 10 µM | FITC-arrestin peptide / GST-AP2 beads, flow cytometry; AP2 beta2 appendage carries R879A mutation;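 active = inhibition above a set limit, near 3 SD of compounds lacking own fluorescence, cut at about 54% in these data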;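 also: plate controls were DMSO wells for no effect and 5 µM unlabelled arrestin peptide for full effect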
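System: GST-AP2 R879A glutathione beads. Medium: PBS with 0.05% Tween 20 and 0.1% BSA. Also added: FITC-arrestin peptide, 50 nM. Incubation: 12 min plus 1 h, RT. Measured by: high-throughput flow cytometry of beads, ex 488, em 535 nm. Evaluation: percent drop in bead-associated FITC signal.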
Ecoli viability = reduces bacterial viability in AddAB counter-screen; E. coli V3065 growth, OD600 absorbance, 18 h; inhibition, % at 11.9 µM; 330,000 tested, 0.27% active;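 active = inhibition above the campaign's mean inhibition across all tested compounds plus 3 SD, cut at about 9.9% in these data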;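 also: uninfected addAB+ strain grown without phage in ampicillin broth; 0% = DMSO wells and 100% = ciprofloxacin 0.95 µg/ml wells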
PfHsp90 set2 = growth inhibition of yeast expressing Plasmodium Hsp90. inhibition, % at 9.4 µM. AID 504621. 310,000 tested, 0.32% active. S. cerevisiae expressing PfHsp90, BacTiter-Glo ATP, 48 h; yeast lacking PDR1 and PDR3 efflux regulators;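 active = every replicate shows inhibition above about 80%, whatever the replicate mean, limit read from the data; inconclusive = mean inhibition reaches the set limit but some replicate falls short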;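 also: 0% = DMSO neutral controls and 100% = 20 µM radicicol positive controls; yeast relying on Plasmodium falciparum Hsp90 in place of its own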
phage Ecoli inh = E. coli growth loss with phage present; growth absorbance; inhibition, % at 11.9 µM; 360,000 tested, 0.26% active; AID 651602; in the data active = inhibition above about 11%
OPRM1-OPRD1 ag = OPRM1-OPRD1 heterodimerization agonism. P35372+P41143. cells, luminescence. activation, % at 9.3 µM. 340,000 tested, 0.3% active. AID 504326; in the data active = activation above about 18%;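 also: 0% = vehicle-treated cells and 100% = reference agonist; values of inactives mirror those of a sister screen read the other way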
Active calls of the source: *; ? = inconclusive; / = not tested or not shown.

A first look (6 entries):
SMILES	AddAB inh	MOR-DOR inv ag	Tat export inh	Pemphigus Ab inh	SUMO Mot1 rescue	PKA-R1A activ	Arrestin-AP2 inh	Ecoli viability	PfHsp90 set2	phage Ecoli inh	OPRM1-OPRD1 ag
COc1ccc(-n2cnnc2SCC(=O)N(C)C2CCS(=O)(=O)C2)cc1 (stereo unspecified)	1.5	12	-7	85	3	-7	5	-0.6	/	3.7	-2.3
O=C(CS(=O)(=O)c1cccc(Cl)c1)Nc1ccccc1Cl	-0.1	6	4	99	6	4	-3	0.6	29	2.8	-1.3
CCOC(=O)C(C)Sc1nc(=O)n2cccc(C)c2n1 (stereo unspecified)	-0.2	-3	6	105	-7	-4	2	1.7	8	1.6	0.7
C=CCC(O)c1c(-c2ccccc2)nn(C)c1Cl (stereo unspecified)	5.7	7	-6	102	229	-13	6	3.9	-7	4.6	-1.3
O=C(CSc1nnc(CNC(=O)c2ccc(F)cc2)o1)NCC1CCCO1 (stereo unspecified)	2.1	25	5	109	-12	-6	22	1.7	6	1.4	-5.0
COCc1cc(/C=N\NC(=O)Cc2ccc(OC)cc2)ccc1OC	-2.1	18	12	89	2	-4	0	-0.3	7	2.6	-3.6

The listing, repeating the preview:
SMILES	AddAB inh	MOR-DOR inv ag	Tat export inh	Pemphigus Ab inh	SUMO Mot1 rescue	PKA-R1A activ	Arrestin-AP2 inh	Ecoli viability	PfHsp90 set2	phage Ecoli inh	OPRM1-OPRD1 ag
COc1ccc(-n2cnnc2SCC(=O)N(C)C2CCS(=O)(=O)C2)cc1 (stereo unspecified)	1.5	12	-7	85	3	-7	5	-0.6	/	3.7	-2.3
O=C(CS(=O)(=O)c1cccc(Cl)c1)Nc1ccccc1Cl	-0.1	6	4	99	6	4	-3	0.6	29	2.8	-1.3
CCOC(=O)C(C)Sc1nc(=O)n2cccc(C)c2n1 (stereo unspecified)	-0.2	-3	6	105	-7	-4	2	1.7	8	1.6	0.7
C=CCC(O)c1c(-c2ccccc2)nn(C)c1Cl (stereo unspecified)	5.7	7	-6	102	229	-13	6	3.9	-7	4.6	-1.3
O=C(CSc1nnc(CNC(=O)c2ccc(F)cc2)o1)NCC1CCCO1 (stereo unspecified)	2.1	25	5	109	-12	-6	22	1.7	6	1.4	-5.0
COCc1cc(/C=N\NC(=O)Cc2ccc(OC)cc2)ccc1OC	-2.1	18	12	89	2	-4	0	-0.3	7	2.6	-3.6
CCOC(=O)C1CCCN(S(=O)(=O)c2ccc(Br)s2)C1 (stereo unspecified)	2.1	-13	5	104	-4	-8	0	1.1	18	0.3	2.1
CC(=O)c1ccc(NC(=O)C2CCCN(S(=O)(=O)c3c(C)[nH]c(=O)[nH]c3=O)C2)cc1 (stereo unspecified)	-1.4	9	-3	83	-18	-3	15	-3.1	4	4.2	-1.8
COc1cc2cc(C#N)c(SCC(=O)N3CCOCC3)nc2cc1OC	1.4	10	1	104	-2	-1	0	-1.9	-3	2.2	-1.9
CCOC(=O)CC1C(=O)NCCN1C(=O)NC1CCCCC1 (stereo unspecified)	1.8	23	-9	98	121	-9	2	1.7	/	1.6	-4.5
Cc1ccc(C)c(-n2cc(-c3ccc(Cl)cc3)nc2SCC(=O)NC2CCS(=O)(=O)C2)c1 (stereo unspecified)	1.2	-10	6	102	5	0	11	-2.6	9	4.9	2.3
CCCCN1C2=NCCCN2c2cc(C)c(C)cc21	3.4	13	4	110	35	-14	1	0.3	-26	0.9	-3.0
Cc1noc(C)c1COC(=O)c1ccc2c(c1)OCO2	-1.6	10	-4	101	4	8	3	-0.1	-5	2.5	-1.9
CCOC(=O)c1ccc(Nc2ncnc3ccccc23)cc1	-1.4	-3	-7	/	24	-16	-5	0.0	-5	0.8	0.8
COC(=O)c1ccccc1NC(=O)CSc1n[nH]c(-c2cccnc2)n1	1.7	6	-4	99	6	1	1	-0.2	-17	3.1	-1.1
CC/C(C)=N/Oc1nc(C)cc(C)n1	0.5	11	-6	105	4	4	24	2.5	2	-0.3	-2.2
CCCCNC(=S)NNC(=O)CCn1nc(C)c(Br)c1C	-1.4	76*	-3	94	9	-9	10	0.7	20	-0.3	-14
O=C1NC(=O)c2c(NC(=O)C3CCCO3)cccc21 (stereo unspecified)	0.9	-18	-3	99	28	-5	4	-1.9	/	2.2	2.9
Cc1cc(C)c2nc(-c3ccccn3)cc(C(=O)Nc3cc(C)on3)c2c1	3.1	-12	-1	/	-1	-10	-6	-0.5	-9	1.6	2.9
Oc1cccc(NC(=S)N=Nc2c(O)[nH]c3ccccc23)c1	-0.7	16	-4	98	8	-20	20	-3.9	-11	0.1	-3.0
CC(C)=CCC/C(C)=C/CNC(=O)C[C@H]1C[C@H](C(=O)N2CCCCC2)[C@@]2(C)c3[nH]c4cc(CCC(=O)N(C)C)ccc4c3CCN2C1=O	-0.2	11	26	102	/	-7	-5	-1.2	-2	/	-2.2
CC(=O)Nc1ccc(S(=O)(=O)NCCc2ccccc2)cc1	-1.3	-2	-2	103	-16	-6	2	-1.2	-17	-1.0	0.3
O=C(Nc1ccc(Cl)cn1)C1CCCN1S(=O)(=O)c1ccc(Cl)cc1 (stereo unspecified)	-1.3	16	-4	100	5	0	-8	-2.7	19	-1.4	-2.9
O=[N+]([O-])c1ccc2c(c1)C(=Nc1ccccc1)c1ccccc1-2	/	-54	4	94	/	-6	-3	/	-6	2.6	11
COc1ccc(F)cc1S(=O)(=O)NCc1cc(=O)n(C)c(=O)n1C	2.7	4	-5	112	0	5	7	-0.9	-25	3.0	-0.8

New compounds follow:
SMILES	AddAB inh	MOR-DOR inv ag	Tat export inh	Pemphigus Ab inh	SUMO Mot1 rescue	PKA-R1A activ	Arrestin-AP2 inh	Ecoli viability	PfHsp90 set2	phage Ecoli inh	OPRM1-OPRD1 ag
COc1cc2cc(C(=O)Nc3ccc4c(c3)OCCO4)[nH]c2cc1OC	-0.6	12	3	108	-1	-1	3	1.2	-2	1.3	-2.3
CC(C)[C@H](NC(=O)c1ccc(Cl)cc1Cl)C(=O)NNC(=O)c1ccco1	-0.6	5	9	119	2	-5	-1	0.6	7	1.2	-1.0
Cc1cc(NC(=O)CN2C(=O)NC3(CCCCCC3)C2=O)ccc1Br	1.2	-1	-2	93	-13	-1	-5	1.4	1	1.8	0.3
Cc1cccc(/C=C2\CCC(=C3SCCCS3)C2=O)c1	-0.9	3	-3	99	62	-10	6	0.0	20	3.2	-0.5
CCCCn1c(N)c(N(CCC(C)C)C(=O)c2cccc(S(=O)(=O)N3CCN(C)CC3)c2)c(=O)[nH]c1=O	1.2	5	3	113	-1	6	2	-2.9	-6	1.6	-0.7
COc1ccc(N(CC(=O)Nc2ccc(OC)cc2OC)S(=O)(=O)c2ccccc2)cc1	0.1	-1	8	/	-8	-9	16	-0.8	7	0.5	0.1
CC(=O)OCC1(C)CN(c2ccccc2)N(C(=O)c2ccc(C(C)(C)C)cc2)C1=O (stereo unspecified)	/	23*	-3	107	/	-7	/	/	13	1.8	-3.2
O=C(Nc1ccc(-c2cn3c(n2)SCC3)cc1)c1ccc2ccccc2n1	1.7	4	5	94	10	5	29	0.1	6	1.0	-0.9
Cc1ccc(C(=O)NNC(=O)CSc2nnc(-c3ccncc3)n2C)cc1	0.2	14	3	100	-14	6	22	-2.4	-6	2.2	-2.7
CCOC(=O)c1c(NC(=O)C2C3C=CC(CC3)C2C(=O)O)sc(C)c1C (stereo unspecified)	1.2	13	3	/	298*	-1	25	-0.3	-11	3.7	-2.5
CC(C)C12NC(=O)NC(=O)N1CCS2 (stereo unspecified)	/	15	12	98	/	4	11	/	-7	0.5	-3.5
CC(C)CNC(=S)NC1CCCC1	4.8	20	?	103	-10	7	4	-0.2	/	0.2	-4.1
Cc1ccc(S(=O)(=O)CCC(=O)c2ccc(F)cc2)cc1	1.1	10	-21	102	-5	-1	28	1.8	3	0.2	-2.9
O=C(CSc1nc(-c2ccccc2)c(-c2ccccc2)[nH]1)Nc1nccs1	-3.3	-15	1	103	1	-16	3	-0.3	-7	/	2.9
Cn1c(CC(=O)Nc2ccccc2)c(Sc2ccccc2)c2ccccc21	5.9	-10	3	96	11	-12	-1	-1.1	-6	2.6	2.0
CC(C)C[C@H](NC(=O)C1(c2ccccc2)CCN(C(=O)OC(C)(C)C)CC1)C(=O)N1CCC[C@H]1C(=O)O	1.1	21	0	96	6	-5	-10	-1.2	6	-1.6	-4.0
CC1CCN(S(=O)(=O)c2ccc3c(c2)N(CC(=O)NCCCN2CCCCC2)C(=O)CS3)CC1	2.7	17	1	101	2	5	4	1.0	-28	-0.2	-3.3
CCOc1ccc(C(=O)C2CCN(CC(=O)Nc3nccs3)CC2)cc1	0.7	2	4	94	9	3	4	-2.5	-1	0.5	-0.3
Cc1cc(N2CCN(C(=O)OC(C)(C)C)CC2)n2ncnc2n1	1.0	8	-3	110	5	-6	2	-1.7	-3	-0.4	-1.4
COc1ccc(CNC(=O)c2cncc(Br)c2)cc1	-2.5	11	-3	111	1	7	5	-3.2	6	2.0	-2.4
CC(NC(=O)NC1CCCCC1)c1ccc2c(c1)OCO2 (stereo unspecified)	0.7	-12	4	122	14	-3	9	-3.9	2	2.4	1.7
O=S(O)OC1CS(=O)(=O)CC1c1ccccc1 (stereo unspecified)	0.3	14	0	96	-1	-4	34	-2.6	-11	-1.6	-3.2
Cc1ccc(S(=O)(=O)NC(=O)Nc2ccc(F)c(F)c2)cc1	-1.1	13	0	102	14	-8	2	0.1	21	-1.4	-2.5
CCC(=O)c1ccc(OCC(=O)Nc2ccc(N3CCCCC3)cc2)cc1	-0.9	3	-1	/	36	6	2	0.7	-30	4.0	-0.8
CCOC(=O)CC1NC(=O)c2ccccc21 (stereo unspecified)	-2.2	11	1	101	8	7	28	-0.3	41	3.4	-2.1
CC(=O)N1CN(CCCn2ccnc2)Cc2c1sc1c2CCCC1	3.0	2	13	110	14	-6	-7	0.8	-29	1.5	-0.5
O=C(NCc1cccs1)c1cc(C2CC2)on1	-1.8	0	-7	147	-18	-10	2	3.4	-28	4.0	0.0
COc1ccccc1OCC(=O)Nc1ccccn1	-1.2	9	7	112	-15	-1	-4	-1.1	/	1.9	-1.9
CCC(C)CCCCCCCCCCC(=O)O (stereo unspecified)	5.2	7	18	94	-39	2	12	2.2	-4	2.3	-1.2
